High-throughput results (PubChem)
SENP8 inh: human SENP8 protease inhibitors, primary screen, biochemical, fluorescence, Nedd8 protein substrate, uHTS; Sentrin-specific protease 8 (Homo sapiens), Q96LD8; actives 0.64% (n = 360,000); AID 602440, 2012; inhibition, % at 20 µM; recombinant SENP8; in the data active = inhibition mostly above about 40%, no sharp cut-off; inactive = mostly below about 27%
Target sequence (Q96LD8 whole entry, looked up): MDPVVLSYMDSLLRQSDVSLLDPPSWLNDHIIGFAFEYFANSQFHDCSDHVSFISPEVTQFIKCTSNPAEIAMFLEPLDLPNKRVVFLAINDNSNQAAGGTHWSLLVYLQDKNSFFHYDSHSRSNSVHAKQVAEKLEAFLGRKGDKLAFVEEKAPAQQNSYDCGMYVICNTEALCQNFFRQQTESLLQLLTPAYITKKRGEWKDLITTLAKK
SENP1 FRET inh: human SENP1 catalytic domain inhibitors, primary screen, biochemical, FRET, uHTS; recombinant SENP1 catalytic domain, CyPet-SUMO1-YPet FRET cleavage; inhibition, % at 10 µM; actives 0.21% (n = 360,000); AID 624204, 2012;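 active = inhibition at least 30% at 10 µM, raw YFP signal under a set limit, fluorescence ratio 0.5 to 1.5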;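 note: 0% = enzyme with DMSO and 100% = no enzyme wells; some results filed as inactive read as strong as hits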
Target sequence (Q9P0U3 419-644 limits assumed): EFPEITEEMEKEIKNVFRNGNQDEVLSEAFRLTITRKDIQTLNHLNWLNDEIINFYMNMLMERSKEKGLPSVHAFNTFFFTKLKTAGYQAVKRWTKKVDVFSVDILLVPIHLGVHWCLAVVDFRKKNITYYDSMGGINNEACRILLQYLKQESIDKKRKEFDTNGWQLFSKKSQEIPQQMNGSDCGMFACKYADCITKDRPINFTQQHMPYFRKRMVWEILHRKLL
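Compound: 10 µM single point, 0.5% DMSO; Test system: hSENP1 catalytic domain, recombinant; Timing: 50 min reaction at room temperature; Technique: FRET, CFP and YFP emission; Control set: no-enzyme wells low, DMSO-plus-enzyme wells high control.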
* hit, by the source's call; i = inactive; & = joins results of further samples. A portion of the library. The share of hits here may be higher or lower than overall.

Structure	SENP8 inh	SENP1 FRET inh
CCN1C(=O)[C@H]2[C@@H](c3ccc(C)cc3)N[C@]3(CCCN(Cc4ccc(Cl)cc4)C3=O)[C@H]2C1=O	8	0
CN[C@H](C)C(=O)NC[C@H]1O[C@@H](n2cc(C)c(=O)[nH]c2=O)C[C@@H]1O	1	1
CC(C)(C)OC(=O)NCCc1onc(-c2ccc([N+](=O)[O-])cc2)c1C(=O)O	2	2
COc1ccc(S(=O)(=O)N2CCC[C@H]2C(=O)N2CCC[C@H]2C(=O)NCc2ccccc2)cc1C	14	2
CC[C@@H]1CC2=C(C(=O)OC(C)(C)O2)[C@@H](c2ccc(Cl)cc2)O1	13	3
CC(C)c1ccc(Nc2ncc3c(n2)CCN(C(=O)NC2CCCCC2)C3)cc1	2	0
COc1ccc(CNC(=O)COC(=O)C2=Cc3ccccc3OC2)cc1	-88	-71
Cc1ccc(C)c(/C(O)=C2\C(=O)C(=O)N(CCCN3CCOCC3)C2c2cccnc2)c1 (configuration not stated)	25	-2
Cc1c(C(=O)NCc2ccc(C(C)C)cc2)sc(=O)n1Cc1cccc(F)c1	6	1
CC(=O)Oc1ccccc1Cn1c(C)c(C(=O)NCc2ccc(Cl)c(Cl)c2)sc1=O	-4	-2
c1cc(-c2ccoc2)n2ccnc2c1	i	-43
Cc1ccc(OCC(=O)N2CCc3ccccc3C2)cc1C	2	0

The last 5 compounds of the section before lead into the next.
Structure	SENP8 inh	SENP1 FRET inh
Cc1ccc(C)c(/C(O)=C2\C(=O)C(=O)N(CCCN3CCOCC3)C2c2cccnc2)c1 (configuration not stated)	25	-2
Cc1c(C(=O)NCc2ccc(C(C)C)cc2)sc(=O)n1Cc1cccc(F)c1	6	1
CC(=O)Oc1ccccc1Cn1c(C)c(C(=O)NCc2ccc(Cl)c(Cl)c2)sc1=O	-4	-2
c1cc(-c2ccoc2)n2ccnc2c1	i	-43
Cc1ccc(OCC(=O)N2CCc3ccccc3C2)cc1C	2	0
OCC1OC(n2cnc3c(N4CCCC4)ncnc32)C(O)C1O (configuration not stated)	3	-1
O=C1C(Cl)=C(NCCCN2CCOCC2)C(=O)c2ccccc21	64*	4
O=C(C(O)c1ccccc1)N1CCN(S(=O)(=O)c2ccc(OC(F)(F)F)cc2)CC1 (configuration not stated)	21	0
COc1ccc(-c2nc3ccccc3s2)cc1	-218	-1
C(C#CCCCCCCCCC[n+]1ccccc1)#CCCCCCCCCC[n+]1ccccc1	23&17	0&-2
CCOC(=O)C1=C(C)N=c2sc(=Cc3cc(Cl)c(OCC(=O)O)c(Cl)c3)c(=O)n2C1c1cccc(OC)c1 (configuration not stated)	14	52*
c1ccc2c(c1)oc1c(-c3cccc4nccn34)cccc12	i	0
CCNC(=O)C1(C)CCCN(Cc2cc3ccccc3o2)C1 (configuration not stated)	7	2
CC(=O)Nc1ccc(S(=O)(=O)NCCc2ccc3c(c2)OCCO3)cc1	7	3
COc1ccc(CNC(=O)Nc2ccc3c(c2)c(=O)n(C)n3Cc2cc(C)cc(C)c2)cc1	i	1
O=C(Nc1ccc(OCCO)cc1)c1csc([C@@H]2O[C@H](CO)[C@H](O)[C@H](O)[C@H]2O)n1	26	2
CC(C)n1cc2c(N)ncnc2n1	7	-1

(next part)
Structure	SENP8 inh	SENP1 FRET inh
CCOC1=C2CN(S(=O)(=O)c3ccc(C)cc3)[C@H](c3ccccc3)C[C@@H]2N(S(=O)(=O)c2ccc(C)cc2)[C@H](c2ccccc2)C1	7	-1
CN(C)c1ccc(C=Cc2nccc3ccccc23)cc1	-150	-21
COC(=O)Cc1c(-c2[nH]c3ccccc3c2CC(=O)OC)[nH]c2ccccc12	-460	-8
N#CC(c1cccc([N+](=O)[O-])c1)C(CC(=O)c1ccccc1)c1ccccc1 (configuration not stated)	14	2
Cc1ccc2c(NCc3ccco3)nc(NC(C)C)nc2c1	-378	-1
Cc1cc(C)c2c(=O)n3c(nc2c1)C(Cc1ccc(O)cc1)NC(=O)c1cccnc1-3 (configuration not stated)	-314	0
COc1ccc(-n2nnnc2C(c2ccccc2OC(F)(F)F)N2CCN(C/C=C/c3ccccc3)CC2)cc1 (configuration not stated)	22	1
CC(=O)N1c2ccccc2N=C(c2ccc3c(c2)OCO3)C1C(=O)NCc1ccccc1 (configuration not stated)	-112	3
COc1cccc(Nc2nc(C(N)c3ccccc3)cs2)n1 (configuration not stated)	-62	-6
CCC(CC)CN1CCC(CN2C(=O)C(=O)NC[C@@H]2[C@@H](C)CC)CC1	7	2
CC(NC(=O)CN1C(=O)NC2(CCCCC2)C1=O)c1ccc(S(N)(=O)=O)cc1 (configuration not stated)	1	0
Cc1ccc([C@H]2C[C@H](n3cc(-c4ccc(F)cc4)nn3)[C@@H](O)CN2C(=O)c2cccs2)cc1	0	5

Rewritten with each value named: entries from further up.
> COc1ccc(-n2nnnc2C(c2ccccc2OC(F)(F)F)N2CCN(C/C=C/c3ccccc3)CC2)cc1 (configuration not stated)
  SENP8 inh = 22
  SENP1 FRET inh = 1

> Cc1ccc(OCC(=O)N2CCc3ccccc3C2)cc1C
  SENP8 inh = 2
  SENP1 FRET inh = 0

> c1ccc2c(c1)oc1c(-c3cccc4nccn34)cccc12
  SENP8 inh = i
  SENP1 FRET inh = 0

> c1cc(-c2ccoc2)n2ccnc2c1
  SENP8 inh = i
  SENP1 FRET inh = -43

Further records follow:
Structure	SENP8 inh	SENP1 FRET inh
O=C(NNC(=O)c1cccc2ccccc12)c1cccc(Br)c1	5	0
CCOC(=O)c1c(NC(=O)COC(=O)c2ccc(S(=O)(=O)C(F)F)cc2)sc(C(=O)N(C)C)c1C	16	0
CC(=O)OCC(=O)C1(O)CCC2C3CCC4C(OC(C)=O)C(=O)CCC4(C)C3C(=O)CC21C (configuration not stated)	-4	1
O=C(Cc1ccc(S(=O)(=O)N2CCOCC2)s1)N1CCN(S(=O)(=O)c2ccccc2F)CC1	2	-4
CCCCCC(=O)N1C[C@@H](O)[C@H](n2cc(C3CC3)nn2)C[C@@H]1c1ccccc1	-4	1
C[C@@H]1CCCCO[C@@H](CN(C)Cc2ccc3c(c2)OCO3)[C@@H](C)CN([C@H](C)CO)C(=O)c2cc(N(C)C)ccc2O1	-159	-1
CC(C)(O)CN(C(=O)c1ccc([N+](=O)[O-])cc1)C1CCCC1	4	1
CC(OC(=O)c1cccnc1Cl)C(=O)NC1CCCCC1 (configuration not stated)	15	3
CCc1c(-c2ccccc2OC)ncn1Cc1cccc(-c2ccccc2)c1	8	-3
Cc1ccc(S(=O)(=O)N2CCC(C(=O)N3CCCCCCC3)CC2)cc1C	13	3
CC(C)(C)S(=O)N1Cc2ccc(CO)cc2[C@H]1CCO (some centres not stated)	-5	-1
CC(NC(=S)NCCCN1CCOCC1)C1CC2CCC1C2 (configuration not stated)	0	-1

Next section:
Structure	SENP8 inh	SENP1 FRET inh
CC(C)C(NC(=O)C1(NC(=O)OCc2ccccc2)CCCC1)C(=O)O (configuration not stated)	5	2
O=C(NCc1ccc(F)cc1)OC1CC2CC1[C@H]1CCCCN1C2=O (some centres not stated)	6	1
Cc1cc(C)cc(CC(=O)N2CCC2(C)C(=O)NS(=O)(=O)c2cccc(OC(F)F)c2)c1 (configuration not stated)	15	4
CCCCOCCCNC(=O)C[C@@H]1C[C@@]2(C(=O)OCC)CCCC=C2N(CCC2=CCCCC2)C1=O	27	1
CN(C)c1ccc(C(=N)Cc2ccc3ccccc3n2)cc1	-323	-30
Cc1nc2nc3c(cn2n1)C(=O)CC(C)(C)C3	8	3
COc1ccc(NC(=O)C2Cc3ccccc3O/C2=N\O)cc1 (configuration not stated)	13	2
Cc1ccc([C@H]2N[C@]3(CCCN(Cc4ccc(Cl)cc4)C3=O)[C@H]3C(=O)N(Cc4ccccc4)C(=O)[C@@H]23)cc1	6	-8
CN(C)c1ncnc2c1C(c1ccccc1)C(C)(C)O2 (configuration not stated)	5	-2
N#C/C(=C\c1ccc(C(=O)O)cc1)c1nc2sc3c(c2c(=O)[nH]1)CCCC3	-135	-31
C[C@@H]1CN([C@H](C)CO)C(=O)CCCn2cc(nn2)CO[C@H]1CN(C)C(=O)Cc1ccccc1	4	1
O=C(NCc1ccccc1)c1ccc(NC(=O)C2CCCCC2)cc1	-1	1

Continuation.
Structure	SENP8 inh	SENP1 FRET inh
CCOC(=O)c1c(-c2ccccc2)csc1NC(=O)/C(C#N)=C/c1ccc(O)c(OC)c1	3	-24
COc1ccc(C(C)=O)cc1CN1C(=O)C(Cc2ccccc2)ON=C1c1ncccc1C (configuration not stated)	1	-2
Fc1cccc(Cc2c(C3CCCCC3)nc3ccc(Br)cn23)c1	-29	-14
COc1cc(O)cc(/C=C/c2ccccc2)c1	-458	-1
COc1ccc(F)cc1-c1cc(C(=O)Nc2cccnc2)[nH]n1	1	-1
CN(C)c1ccc(NC(=O)Nc2ccc3c(c2)c(=O)n(C)n3-c2ccccc2)cc1	-341	7
O=C(OCc1ccccc1)N1CCC2CC1c1ccc(-c3ccc4c(c3)OCO4)cc12 (configuration not stated)	6	1
O=c1[nH]c(O)c(/C=C2\C=Nc3ccccc32)[nH]1	-17	-7
CCN(CC(=O)NCc1ccc(F)cc1)C(=O)c1cccc(S(=O)(=O)N(C)c2ccc(OC)cc2)c1	10	-2
CCN(CC(=O)Nc1ccccc1C(F)(F)F)C(=O)CN1C(=O)NC(C)(c2ccc3ccccc3c2)C1=O (configuration not stated)	0	0
CCCCN(C)C(=O)c1ccc(Nc2nc(C(N)Cc3ccc(C(F)(F)F)cc3)cs2)nc1 (configuration not stated)	-149	-11
CC1(C)OC(=O)C2=C(C[C@@H](C3CC3)O[C@H]2c2ccc(Cl)cc2)O1	11	1

Next structures:
Structure	SENP8 inh	SENP1 FRET inh
CC(=O)N1CCN(S(=O)(=O)c2cccc(C(=O)OCC(=O)Nc3c(Cl)cccc3C(F)(F)F)c2)CC1	14	1
CCOC1=C2[C@@H](CN(S(=O)(=O)c3ccc(C)cc3)[C@H]2c2ccccc2Cl)[C@H]2C(=O)N(Cc3ccccc3)C(=O)[C@H]2C1	5	7
Cc1ccc(Cc2c(C3CCCCC3)nc3cc(C)c(Br)c(C)n23)cc1	14	-2
O=C1CCCN1CCc1cccc2ccccc12	11	1
CC(C)[C@@H]1Cc2[nH]c(=S)[nH]c(=O)c2[C@H](CCc2ccccc2)O1	7	0
Cn1c(NCc2ccccc2F)nc2cc(-c3ccccc3)sc2c1=O	-116	1
Cc1ccc2nc(-c3ccc(F)cc3)c(Cc3ccccn3)n2c1	-343	-40
C[C@@H]1CN([C@H](C)CO)C(=O)CCCn2nncc2CO[C@H]1CN(C)Cc1ccccc1C(F)(F)F	-17	2
O=C(NCCOc1ccccc1)C1C(=O)Nc2ccccc2C(=O)N1C1CCCCC1 (configuration not stated)	-1	0
CCNC(=O)N1C[C@H]2CON(C)[C@H]2C[C@H]1c1ccccc1Br	6	1
NC(=S)NN=C1C=CCCC1	8	1
CC1SC(C)C(=O)N(CC(=O)NC2CCCCC2)C1=O (configuration not stated)	-23	1

Other results
Structure	SENP8 inh	SENP1 FRET inh
O=C([C@H]1O[C@@H](n2ccc(=O)[nH]c2=O)[C@H](O)[C@@H]1O)N1CCC(F)(F)CC1	19	0
C=C(C)CNC(=S)Nc1nc2c(cc1C(=O)OCC)CCCC2	-159	-2
CCC(=O)N1CCCC(C(=O)Nc2ccc3cn[nH]c3c2)CC1 (configuration not stated)	-2	-1
CCCCCC(=O)N1C[C@H](O)[C@@H](n2cc(-c3ccc(F)cc3)nn2)C[C@@H]1c1ccccc1	14	0
Cc1ccc(C2C(C(=O)c3cc4ccccc4o3)=C(O)C(=O)N2CCN(C)C)o1 (configuration not stated)	-5	-12
O=C(C1CCCCC1)N1CCC2CC1c1cc(-c3ccc4c(c3)OCO4)ccc12 (configuration not stated)	8	0
CCOC1CCCc2oc(-c3ccsc3)c(-c3cnc(OC)nc3)c21 (configuration not stated)	-397	-12
COC(=O)[C@@]12C[C@@H](CC(=O)N3CCN(C(=O)C4CC4)CC3)C(=O)N(CCc3ccc(OC)c(OC)c3)C1=CCC(C)(C)C2	22	-1
O=c1/c(=C/c2ccc(O)c([N+](=O)[O-])c2)sc2nc3ccccc3n12	36	9
CCc1c(C)[nH]c(C(=O)OCc2ccccc2)c1C	5	2
